Tcruzi prolif – T. cruzi proliferation inhibition. hit rate 5.9% among 77,000. inhibition, % at 8.34 µM. T. cruzi beta-gal in NIH3T3, GalScreen luminescence, 90 h;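 active means mean inhibition above about 93%, with at least 55% of replicates each passing it, limit read from the data, passing the limit was not always enough; inconclusive means only one of those two conditions holds; inactive means neither condition holds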
GASC1 inh – inhibitors of human demethylase GASC-1 KDM4C. Q9H3R0. GST-KDM4C 2-372, H3K9me3 peptide, LANCE TR-FRET. inhibition, % at 12.5 µM. hit rate 0.15% among 96,000;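 active means mean replicate inhibition above about 25%, with at least 55% of replicates also reaching it, limit read from the data, passing the limit was not always enough; inconclusive means only one of those two conditions met; inactive means neither condition met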
Target sequence (Q9H3R0 2-372 limits assumed): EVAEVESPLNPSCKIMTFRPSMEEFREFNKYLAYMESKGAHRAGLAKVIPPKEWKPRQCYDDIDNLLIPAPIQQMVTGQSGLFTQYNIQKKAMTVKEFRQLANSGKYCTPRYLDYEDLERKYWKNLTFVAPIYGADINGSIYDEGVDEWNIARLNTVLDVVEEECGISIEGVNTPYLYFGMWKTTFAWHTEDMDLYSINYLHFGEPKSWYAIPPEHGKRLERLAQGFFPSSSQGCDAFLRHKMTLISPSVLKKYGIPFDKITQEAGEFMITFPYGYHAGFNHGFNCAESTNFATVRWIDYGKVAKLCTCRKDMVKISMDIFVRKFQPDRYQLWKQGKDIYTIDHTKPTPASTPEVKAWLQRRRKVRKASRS
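Assay system: GST-GASC-1 enzyme fragment 2-372 | Amount: 10 nM enzyme | Medium: HEPES buffer, pH 7.5, plus ascorbate | Reagent: H3K9me3 peptide substrate, Fe(II), 2-oxoglutarate | Doses: Single-point compound screen | Incubation: 30 min demethylation and 1 h detection at room temperature | Measured by: LANCE TR-FRET, excitation 340 nm, emissions 618 and 671 nm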
Pf Dd2 inh – inhibitors of Plasmodium falciparum Dd2 growth | activity change, % at 10 µM | AID 1159554 | P. falciparum Dd2 growth, SYBR Green, 72 h; active compounds read low | hit rate 2.3% among 94,000; in the data active means activity change below about -80%; inconclusive means no clear call, values can overlap the other calls
C diff growth – inhibitors of Clostridium difficile growth. Clostridium difficile clinical isolate growth, OD600, 24 h; active compounds read low. growth activity, negative = inhibition, % at 16 µg/mL (by protocol). hit rate 0.25% among 86,000;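 active means mean growth activity at or below -80% and every replicate also at or below -80%; inconclusive means mean at or below -80% but some replicate above -80%; inactive means mean growth activity above -80%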;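 further: 0% = DMSO wells and -100% = levofloxacin 16 µg/mL wells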
* marks the source's active call; other numbers are inactive results; ? = inconclusive; · = not tested or not shown; & = joins results of further samples.

SMILES	Tcruzi prolif	GASC1 inh	Pf Dd2 inh	C diff growth
C[C@@H]1CN([C@H](C)CO)S(=O)(=O)c2ccc(C3=CCCC3)cc2O[C@@H]1CN(C)C(=O)c1ccccn1	13.5	0.8	25.7	6.1
CC(C)C#Cc1ccc2c(c1)O[C@H](CN(C)CC1CCOCC1)[C@H](C)CN([C@@H](C)CO)S2(=O)=O	25.1	0.0	-39.7	0.8
C[C@@H]1CN([C@@H](C)CO)C(=O)c2cc(NS(=O)(=O)c3cccs3)ccc2O[C@@H]1CN(C)C(=O)Nc1cccc2ccccc12	11.0	-1.3	5.3	·
C[C@@H]1CN([C@H](C)CO)C(=O)Cc2cc(N(C)C)ccc2O[C@@H]1CN(C)S(=O)(=O)c1ccc(F)cc1	·	1.4	11.9	5.4
COc1ccc2c3c(n(C)c2c1)[C@H](CO)N(C)CC31CCN(C(=O)c2ccccc2F)CC1	·	-0.6	-21.4	6.1
CCN(C[C@H]1[C@H](c2ccccc2)[C@@H](CO)N1C(C)=O)C(=O)c1cccc(F)c1	103.2*	-1.5	-1.1	-6.8
C[C@@H]1CN([C@@H](C)CO)C(=O)c2cc(C#CCN(C)C)cnc2O[C@H]1CN(C)C(=O)Cc1ccccc1	·	4.3	-4.2	·
Cc1ccc(-c2ccc([C@H]3[C@@H](CO)N4CCCCN(C)C[C@H]34)cc2)cc1	-113.7	-0.5	-9.9	4.9
Cc1noc(C)c1S(=O)(=O)Nc1cccc2c1O[C@H](CN(C)CC1CC1)[C@H](C)CN([C@H](C)CO)C2=O	-3.4	-1.2	15.4	4.1
C[C@@H]1CN([C@@H](C)CO)C(=O)c2cc(-c3ccc(C#N)cc3)cnc2O[C@@H]1CN(C)Cc1ccncc1	-28.9	-1.8	23.2	-3.0
CC(C)NC(=O)Nc1ccc2c(c1)C(=O)N([C@H](C)CO)C[C@@H](C)[C@H](CN(C)C(=O)c1ccncc1)OCCCC[C@@H](C)O2	22.3	1.0	28.6	-4.1
COc1ccc(S(=O)(=O)Nc2ccc3c(c2)CC(=O)N([C@@H](C)CO)C[C@H](C)[C@@H](CN(C)CC2CCCCC2)O3)cc1	0.8	1.1	4.5	-4.8
C[C@@H]1CN([C@@H](C)CO)C(=O)c2cc(NS(=O)(=O)c3ccc(F)cc3)ccc2O[C@@H](C)CCCCO[C@H]1CN(C)Cc1ccncc1	·	10.3	-16.4	0.1
Cc1noc(C)c1NC(=O)Nc1ccc2c(c1)C(=O)N([C@@H](C)CO)C[C@@H](C)[C@@H](CN(C)CC1CCCCC1)O2	41.0	0.5	1.5	10.8
Cc1ccc(S(=O)(=O)N(C)C[C@H]2OCCCC[C@H](C)Oc3ccc(NC(=O)CCC(F)(F)F)cc3C(=O)N([C@H](C)CO)C[C@@H]2C)cc1	·	0.2	-52.4	·
O=C1CN(S(=O)(=O)c2cccc(F)c2)C[C@H]2[C@@H](c3ccc(-c4ccccc4)cc3)[C@@H](CO)N12	·	0.4	-23.4	6.5
C[C@@H]1CN([C@H](C)CO)C(=O)c2cccc(NC(=O)NC3CCCCC3)c2O[C@@H]1CN(C)Cc1ccncc1	-2.8	0.0	-2.1	-2.0
O=C(C[C@H]1CC[C@H]2[C@@H](COC[C@@H](O)CN2C(=O)c2ccccc2)O1)NCc1cccc(F)c1	50.3	0.3	-2.0	·
COc1ccc(CNC(=O)C[C@@H]2CC[C@@H](NC(=O)c3cccc(F)c3)[C@H](CO)O2)cc1	29.2	-0.1	10.7	·
C[C@H](CO)N1C[C@H](C)[C@@H](CN(C)C(=O)Nc2ccc3c(c2)OCO3)Oc2ccc(NS(=O)(=O)c3cccs3)cc2CC1=O	30.4	3.0	4.6	1.1
Cc1ccc(S(=O)(=O)Nc2ccc3c(c2)C(=O)N([C@@H](C)CO)C[C@@H](C)[C@@H](CN(C)S(=O)(=O)c2c(C)noc2C)O3)cc1	16.9	-3.0	31.5	0.9
C[C@@H]1CCCCO[C@@H](CN(C)C)[C@H](C)CN([C@@H](C)CO)C(=O)c2cc(NC(=O)Cc3ccccc3)ccc2O1	-32.1	-1.6	16.1	-3.7
COc1cccc(NC(=O)C[C@@H]2CC[C@H]3[C@H](COc4ccc(NC(=O)C5CCCC5)cc4C(=O)N3C)O2)c1	·	-2.1	-24.5	1.4
CCCC#Cc1ccc2c(c1)O[C@H](CN(C)Cc1ccncc1)[C@@H](C)CN([C@@H](C)CO)S2(=O)=O	121.4*	21.9	-73.7	10.0

Random excerpt: 3 entries already listed
SMILES	Tcruzi prolif	GASC1 inh	Pf Dd2 inh	C diff growth
O=C1CN(S(=O)(=O)c2cccc(F)c2)C[C@H]2[C@@H](c3ccc(-c4ccccc4)cc3)[C@@H](CO)N12	·	0.4	-23.4	6.5
C[C@H](CO)N1C[C@H](C)[C@@H](CN(C)C(=O)Nc2ccc3c(c2)OCO3)Oc2ccc(NS(=O)(=O)c3cccs3)cc2CC1=O	30.4	3.0	4.6	1.1
O=C(C[C@H]1CC[C@H]2[C@@H](COC[C@@H](O)CN2C(=O)c2ccccc2)O1)NCc1cccc(F)c1	50.3	0.3	-2.0	·

Next part:
SMILES	Tcruzi prolif	GASC1 inh	Pf Dd2 inh	C diff growth
O=C(c1ccccc1)N1CC(=O)N2[C@H](CO)[C@@H](c3ccc(-c4ccccc4)cc3)[C@H]2C1	·	-2.1	-34.8	3.2
C[C@H](CO)N1C[C@H](C)[C@H](CN(C)Cc2ccccc2F)Oc2ncc(C3=CCCC3)cc2C1=O	·	1.4	-15.9	9.4
C[C@@H]1CN([C@@H](C)CO)C(=O)c2cccc(N(C)C)c2O[C@@H]1CN(C)Cc1ccc(Oc2ccccc2)cc1	22.6	-1.2	-27.7	20.4
COc1ccccc1-c1cn(CC[C@H]2CC[C@@H](NC(=O)CCN3CCCCC3)[C@@H](CO)O2)nn1	-2.9	0.1	-14.2	4.9
C[C@@H]1CCCCO[C@H](CN(C)C(=O)c2ccccc2)[C@@H](C)CN([C@@H](C)CO)C(=O)c2cc(N(C)C)ccc2O1	-24.5	1.4	·	-0.3
C[C@@H]1CN([C@@H](C)CO)C(=O)c2cc(C#CC3CCCC3)cnc2O[C@@H]1CN(C)C(=O)C1CC1	·	6.5	-23.5	-2.5
CCCC#Cc1ccc([C@@H]2[C@@H](CO)N(C(=O)CN3CCOCC3)[C@H]2C#N)cc1	?	-0.6	31.2	4.3
O=C(c1ccccn1)N1CC2(C1)[C@H](c1ccccc1)[C@H](CO)N2C(=O)CC1CC1	·	3.7	6.9	1.6
CCCC#Cc1ccc2c(c1)O[C@H](CN(C)C(=O)CC)[C@H](C)CN([C@H](C)CO)S2(=O)=O	35.1	2.0	-17.4	-3.8
O=C(CN1CCOCC1)N1CC[C@@H]2[C@H]1c1cc(-c3ccccc3F)ccc1N[C@@H]2CO	71.1	-0.8	-6.0	-19.7
COc1ccccc1NC(=O)N1CCCCN2[C@H](CO)[C@@H](c3ccc(-c4cccc(C#N)c4)cc3)[C@@H]2C1	74.5	-0.9	-24.8	7.8
Cc1cccc(S(=O)(=O)N[C@@H]2CC[C@@H](CCNC(=O)Nc3cc(F)ccc3F)O[C@H]2CO)c1	-52.2	-1.5	-45.1	2.9
COc1ccc(NC(=O)Nc2ccc3c(c2)C(=O)N([C@@H](C)CO)C[C@@H](C)[C@@H](CN(C)C(=O)Nc2ccccc2)OCCCC[C@@H](C)O3)cc1	45.1	-1.1	-50.0	3.0
C[C@H](CO)N1C[C@H](C)[C@H](CN(C)S(=O)(=O)c2ccc(F)cc2)Oc2ccc(NC(=O)CCN3CCOCC3)cc2CC1=O	8.9	0.2	-26.4	5.1
C[C@H](CO)N1C[C@H](C)[C@@H](CN(C)C(=O)Nc2ccc(C(F)(F)F)cc2)Oc2ccc(NC(=O)CCN3CCOCC3)cc2C1=O	-204.3	0.6	12.2	-2.9
C/C=C/c1ccc([C@H]2[C@@H](CO)N(C(=O)CC)[C@@H]2CN(C)C(=O)NC(C)C)cc1	·	-0.6	13.0	1.7
COc1ccc(S(=O)(=O)N2C[C@@H](O)COC[C@@H]3O[C@@H](CC(=O)NCCN4CCCCC4)CC[C@H]32)cc1	·	1.1	-16.2	0.7&-5.6
C[C@@H]1CN([C@@H](C)CO)C(=O)c2cccc(NC(=O)NC3CCCCC3)c2O[C@@H]1CN(C)Cc1ccc(C(=O)O)cc1	-52.1	-0.2	4.0	5.0
COC(=O)C[C@H]1C[C@@H]2c3cc(NC(=O)Nc4ccc(F)cc4)ccc3O[C@@H]2[C@@H](CO)O1	-11.7	·	-40.6	-0.7
C[C@@H]1CN([C@H](C)CO)C(=O)c2cc(NC(=O)CCN3CCOCC3)ccc2O[C@H]1CN(C)Cc1ccccc1	26.1	-0.7	-11.5	1.1
COc1ccc(S(=O)(=O)N(C)C[C@@H]2Oc3ccc(NC(=O)CCCCCC(=O)Nc4ccccc4N)cc3CC(=O)N([C@@H](C)CO)C[C@@H]2C)cc1	29.5	-1.0	-92.3*	-4.9
CN1c2ccc(C3=CCCCC3)cc2[C@H]2[C@H](CCN2S(=O)(=O)c2ccccc2)[C@@H]1CO	86.7	-1.5	6.1	4.0
COc1ccccc1-c1ccc([C@H]2[C@@H](CO)N(C(=O)C3CCOCC3)[C@H]2C#N)cc1	-10.0	0.4	29.1	2.1
N#Cc1cccc(-c2ccc3c(c2)[C@H]2[C@H](CCN2S(=O)(=O)c2ccc(F)cc2)[C@H](CO)N3)c1	89.5	0.1	32.1	5.1
O=C([C@H]1[C@H](CO)[C@H]2Cn3c(ccc(-c4ccccc4)c3=O)[C@@H]1N2Cc1cccnc1)N1CCOCC1	28.9	0.0	·	-0.3
CO[C@@H]1CN(C)C(=O)c2ccc(NC(=O)C3CC3)cc2OC[C@H](C)N(Cc2nccs2)C[C@@H]1C	55.5	0.9	·	·
CO[C@H]1CN(C)C(=O)c2cc(NC(=O)c3cc(C)on3)ccc2OC[C@H](C)N(C(=O)C2CC2)C[C@@H]1C	21.2	-0.5	7.7	0.0
C[C@H]1CN([C@@H](C)CO)C(=O)Cc2cc(NS(=O)(=O)c3ccccc3)ccc2O[C@@H]1CN(C)S(=O)(=O)c1ccc(F)cc1	-5.4	0.4	16.2	-6.6
Cn1cnc(CCNC(=O)C[C@H]2CC[C@@H]3[C@H](COC[C@H](O)CN3C(=O)C3CC3)O2)c1	27.8	1.0	-3.0	5.5
Cc1noc(C)c1NC(=O)Nc1ccc2c(c1)C(=O)N(C)[C@@H]1CC[C@@H](CC(=O)N(C)C)O[C@@H]1CO2	-56.2	-0.1	11.7	-2.1
COCC(=O)N(C)C[C@H]1[C@H](c2ccccc2)[C@@H](CO)N1C(=O)Cc1ccncc1	60.0	3.8	4.2	-2.0
O=C(C[C@H]1C[C@H]2c3cc(NC(=O)NC4CCCCC4)ccc3O[C@H]2[C@H](CO)O1)NCc1ccccc1	36.6	-2.2	-54.6	·
CO[C@H]1CN(C)C(=O)c2ccc(NC(=O)c3ccc(F)cc3)cc2OC[C@@H](C)N(C(=O)CN(C)C)C[C@@H]1C	-8.0	2.4	·	·
COCC(=O)Nc1ccc2c(c1)[C@@H]1C[C@@H](CC(=O)NCCN3CCCCC3)O[C@@H](CO)[C@@H]1O2	28.1	0.6	2.7	-1.2
COc1ccc(NC(=O)Nc2ccc3c(c2)[C@H]2C[C@H](CC(=O)NCCc4ccccc4)O[C@@H](CO)[C@H]2O3)cc1	147.9*	-10.4	-57.9	14.0
CCCNC(=O)C[C@H]1CC[C@H]2[C@@H](COC[C@H](O)CN2Cc2ccncc2)O1	-21.3	4.7	6.5	·

Ordered by value in C diff growth (lowest first): 4 of the compounds above
SMILES	GASC1 inh	Pf Dd2 inh	C diff growth
C[C@@H]1CN([C@@H](C)CO)C(=O)c2cc(C#CC3CCCC3)cnc2O[C@@H]1CN(C)C(=O)C1CC1	6.5	-23.5	-2.5
CC(C)C#Cc1ccc2c(c1)O[C@H](CN(C)CC1CCOCC1)[C@H](C)CN([C@@H](C)CO)S2(=O)=O	0.0	-39.7	0.8
COc1cccc(NC(=O)C[C@@H]2CC[C@H]3[C@H](COc4ccc(NC(=O)C5CCCC5)cc4C(=O)N3C)O2)c1	-2.1	-24.5	1.4
Cc1noc(C)c1S(=O)(=O)Nc1cccc2c1O[C@H](CN(C)CC1CC1)[C@H](C)CN([C@H](C)CO)C2=O	-1.2	15.4	4.1

Following part:
SMILES	Tcruzi prolif	GASC1 inh	Pf Dd2 inh	C diff growth
C[C@@H]1CN([C@H](C)CO)S(=O)(=O)c2ccc(C#Cc3ccccc3F)cc2O[C@H]1CN(C)C(=O)Cc1ccccc1	121.7*	-1.1	-70.2	-6.7
Cc1noc(C)c1S(=O)(=O)Nc1ccc2c(c1)CC(=O)N([C@@H](C)CO)C[C@H](C)[C@@H](CN(C)S(=O)(=O)c1cn(C)cn1)O2	18.7	-1.2	22.5	-3.6
Cc1noc(C)c1S(=O)(=O)Nc1ccc2c(c1)CC(=O)N([C@@H](C)CO)C[C@@H](C)[C@H](CN(C)S(C)(=O)=O)O2	6.7	1.4	22.5	8.1
CC(C)NC(=O)N(C)C[C@H]1Oc2ccc(NC(=O)Nc3ccc4c(c3)OCO4)cc2C(=O)N([C@@H](C)CO)C[C@H]1C	22.1	0.6	9.4	·

Source: PubChem (Broad Institute)
